Vif-APOBEC3F blk: Vif-A3F binding inhibition; AID 602313; Potency, µM (series often up to 46.1 µM), for inactives: top-dose activity, negative = active; 390,000 compounds, 0.2% hits; HeLa A3F-eYFP + Vif (tagged APOBEC3F with the HIV-1 protein that degrades it), YFP fluorescence increase; further: % of control where 0% means no effect; nearly all actives have a fitted effect of over 65% in size
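Fluorescence increase (Ex 488/Em 500-530) after overnight compound treatment at 37 deg C flags inhibition of Vif-driven A3F-eYFP loss in stable HeLa A3F-eYFP/Vif cells seeded overnight beforehand.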
Vif-A3G inh: Vif-A3G binding inhibition. Q9HC16. HeLa A3G-eYFP + Vif (tagged APOBEC3G with the HIV-1 protein that degrades it), YFP fluorescence, overnight. AID 602310. Potency, µM (top dose mostly 46.1 µM), without a hit: at the highest dose activity, negative = active, actives largely listed as inhibitors. 410,000 compounds, 0.076% hits;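 further: on the % scale 0 is the no-effect control and ±100 the full control effect; nearly all actives have a fitted effect of over 60% in size; hits raise eYFP signal because A3G escapes Vif-driven loss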
Target sequence (Q9HC16 whole entry, looked up): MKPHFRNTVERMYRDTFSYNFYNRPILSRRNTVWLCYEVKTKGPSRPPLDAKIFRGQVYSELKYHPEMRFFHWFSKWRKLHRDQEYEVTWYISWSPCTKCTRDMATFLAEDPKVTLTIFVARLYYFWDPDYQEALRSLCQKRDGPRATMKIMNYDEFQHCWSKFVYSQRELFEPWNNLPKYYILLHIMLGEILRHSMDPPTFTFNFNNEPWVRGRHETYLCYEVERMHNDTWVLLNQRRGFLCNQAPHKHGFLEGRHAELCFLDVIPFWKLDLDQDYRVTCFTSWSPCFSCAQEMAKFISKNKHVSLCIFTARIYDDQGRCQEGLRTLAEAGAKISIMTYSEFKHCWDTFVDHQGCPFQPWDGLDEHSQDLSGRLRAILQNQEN
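Read-out is eYFP fluorescence (Ex 488/Em 500-530) from Vif-expressing HeLa A3G-eYFP cells; more signal means A3G escaped Vif-mediated degradation. Cells plated overnight, compound pinned in, incubated overnight at 37 deg C.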
Glioma ERSR ind: induces the endoplasmic reticulum stress response in human glioma cells; U87-MG GRP78 promoter luciferase reporter, 16 h; Potency, µM, without a hit: at the top dose activation, actives largely listed as activators; 420,000 compounds, 0.02% hits; further: series mostly up to about 76 µM; % of control where 0% means no effect; nearly all actives have a fitted effect of over 35% in size
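Stably transfected U87-MG glioma cells carrying a GRP78-based luciferase sensor; 16 h compound incubation. Luminescence end-point read 10 min after Bright-Glo addition at room temperature.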
* = called active by the depositor; & = joins results of further samples. The call rests on the fitted dose curve; in most records, active means well fitted curve in the direction sought with a large enough effect; inconclusive means small, poorly fitted or top-dose-only effect, or another doubt; inactive means no such curve, though single readings can be large; an effect the other way counts as inactive or inconclusive. Potency means the concentration at half of the fitted maximal effect. These rows are one share of the data. The share of hits here may be higher or lower than overall.

Screening O=S1(=O)[C@H]2C[C@H](CO)O[C@@]2(CO)CN1Cc1ccc(-c2cccc(Cl)c2)cc1 returned Vif-APOBEC3F blk 11%, Vif-A3G inh -1% and Glioma ERSR ind -3%.
`CC(=O)O[C@@H](C[C@@H](C)C1=C2C[C@H](O)C3[C@@]4(C)CCC(=O)C(C)(C)C4CC[C@]3(C)[C@@]2(C)CC1)[C@H]1OC1(C)C` (stereo partly specified) gave Vif-APOBEC3F blk -3%, Vif-A3G inh -13% and Glioma ERSR ind 10%.
`NC(=O)c1ncn([C@@H]2O[C@H](CNCc3cnc(N4CCOCC4)nc3)[C@@H](O)[C@H]2O)n1` gave Vif-APOBEC3F blk 8%, Vif-A3G inh 2% and Glioma ERSR ind -5%.
C[C@@H]1CN([C@@H](C)CO)C(=O)c2cc(NC(=O)CCC(F)(F)F)ccc2O[C@H]1CN(C)S(=O)(=O)c1ccc(Cl)cc1 was read as Vif-APOBEC3F blk 3%, Vif-A3G inh -6% and Glioma ERSR ind -3%.
COc1ccc(NC(=O)N(C)C[C@H]2Oc3ccc(NC(=O)CCN4CCOCC4)cc3C(=O)N([C@H](C)CO)C[C@@H]2C)cc1 was read as Vif-APOBEC3F blk -3%, Vif-A3G inh -3% and Glioma ERSR ind -3%.
For CCN1C(=O)N[C@H](c2ccccc2)C(C(C)=O)=C1C the results were Vif-APOBEC3F blk 3%, Vif-A3G inh -3% and Glioma ERSR ind -2%.
For O=C(Nc1nccs1)c1nc[nH]c1C(=O)N1CCN(c2ccccc2)CC1 the results were Vif-APOBEC3F blk 0%, Vif-A3G inh 0% and Glioma ERSR ind -2%.
`O=[N+]([O-])c1cc([N+](=O)[O-])c(Oc2cccc3ccccc23)cc1NN1CCCCC1` gave Vif-APOBEC3F blk 5%, Vif-A3G inh 5% and Glioma ERSR ind -1%.
Screening CON(C)c1nc(C2CCCCC2)c2cc(C)ccc2n1 returned Vif-APOBEC3F blk 14%, Vif-A3G inh -1% and Glioma ERSR ind -2%.
Screening CCCCOc1ccc(/C=N/NC(=O)c2nnn(-c3nonc3N)c2CN2CCCCCC2)cc1 returned Vif-APOBEC3F blk -2%, Vif-A3G inh -1% and Glioma ERSR ind -4%.
For CN1C[C@@H]2[C@@H]3C(=O)N(Cc4ccccc4)C(=O)[C@@H]3[C@](Cc3ccccc3)(C1=O)N2C(=O)c1ccc(Br)cc1 the results were Vif-APOBEC3F blk -5%, Vif-A3G inh -8% and Glioma ERSR ind -5%.
NC(=O)c1ncn([C@@H]2O[C@H](CNC(=O)[C@H](N)CSCc3ccccc3)[C@@H](O)[C@H]2O)n1 was read as Vif-APOBEC3F blk -5%, Vif-A3G inh -3% and Glioma ERSR ind 1%.
For COCOc1cc(O)c(C(=O)/C=C/c2ccccc2)c(OCOC)c1 the results were Vif-APOBEC3F blk 6%, Vif-A3G inh -16% and Glioma ERSR ind -8%.
Screening O=C(N[C@H]1C/C=C\C[C@H](CC(=O)N(CCO)Cc2ccccc2)C(=O)NC[C@H](c2ccccc2)OC1=O)OCC1c2ccccc2-c2ccccc21 returned Vif-APOBEC3F blk 1%, Vif-A3G inh -5% and Glioma ERSR ind -5%.
`O=C1[C@H](Cc2ccccc2)NCCCC[C@@H](c2ccc(Cl)cc2)N1Cc1ccccc1` gave Vif-APOBEC3F blk -1%, Vif-A3G inh -6%&-21% and Glioma ERSR ind 0%&-11%.
`c1ccc(COc2ncnc3c2ncn3CCCNCc2ccc3c(c2)OCO3)cc1` gave Vif-APOBEC3F blk -4%, Vif-A3G inh -2% and Glioma ERSR ind -5%.
`CCN(CC)C(=O)[C@H]1C[C@H](CC(=O)NCCC2=CCCCC2)C(=O)N2CCc3c([nH]c4ccc(Cl)cc34)[C@]12C` gave Vif-APOBEC3F blk -14%, Vif-A3G inh -10% and Glioma ERSR ind 1%.
Cc1ccc(NC(=O)c2ncn(CCCNCCCN(C)C)n2)cc1C was read as Vif-APOBEC3F blk 7%, Vif-A3G inh 4% and Glioma ERSR ind -2%.
CCc1ccc([C@@H]2CC=C(C(=O)O)[C@H](c3ccc(C(C)(C)C)cc3)N2S(=O)(=O)c2ccc(C)cc2)cc1 was read as Vif-APOBEC3F blk 8%, Vif-A3G inh -24% and Glioma ERSR ind 9%.
CC(=O)C[C@@H](O)CC(=O)[C@H]1OC(=O)[C@H](C)CCCCc2ccccc21 was read as Vif-APOBEC3F blk 8%, Vif-A3G inh 1% and Glioma ERSR ind -3%.
Cc1noc(C)c1NC(=O)N(C)C[C@H]1Oc2c(NC(=O)Nc3ccc4c(c3)OCO4)cccc2C(=O)N([C@H](C)CO)C[C@@H]1C was read as Vif-APOBEC3F blk 2%, Vif-A3G inh 0% and Glioma ERSR ind 12%.
`C=CC[C@@H](CC(=O)NCCO)C(=O)N[C@H](C)COC(=O)[C@@H](CC=C)CC(=O)OC(C)(C)C` gave Vif-APOBEC3F blk 1%, Vif-A3G inh 1% and Glioma ERSR ind -2%.
Screening COC(=O)C1=C[C@@H](C(=O)OC)[C@@H]2C3=C(C(=O)C2(C)C)[C@H](c2ccccc2)[C@@H]2C(=O)N(C)C(=O)[C@@H]2[C@@H]3C1 returned Vif-APOBEC3F blk -3%, Vif-A3G inh -2%&3% and Glioma ERSR ind 0%&-2%.
CC(C)(C)OC(=O)C[C@H]1C/C=C\C[C@H](CC(=O)N[C@H](CO)Cc2ccccc2)C(=O)N2CCC[C@@H]2COC1=O was read as Vif-APOBEC3F blk -3%, Vif-A3G inh -4% and Glioma ERSR ind -5%.
CN(C(=O)c1ccc(NC(=O)Cc2ccc(NC(=O)C3CCN(C(=O)C4CCCCC4)CC3)cc2)cc1)C1CCCC1 was read as Vif-APOBEC3F blk -5%, Vif-A3G inh -7% and Glioma ERSR ind -3%.
Cn1cnc(C(=O)NCc2ccc(CNC(=O)OC(C)(C)C)cc2)c1C(=O)NCc1ccc(CNC(=O)OC(C)(C)C)cc1 was read as Vif-APOBEC3F blk 2%, Vif-A3G inh 1% and Glioma ERSR ind -6%.
O=C(NCc1ccc(OC(F)(F)F)cc1)c1cc(-c2ccccc2)nn1CC1CC(c2cccnc2)=NO1 (stereo unspecified) was read as Vif-APOBEC3F blk 3%, Vif-A3G inh 1% and Glioma ERSR ind -1%.
Screening O=C(C[C@@H]1C/C=C\C[C@H](Cc2ccc(F)cc2)C(=O)OC[C@@H](c2ccccc2)NC1=O)NCCO returned Vif-APOBEC3F blk 11%, Vif-A3G inh 2% and Glioma ERSR ind -4%.
For COC(=O)[C@]1(C)N[C@H](CN(C)C(=O)C2CCCCC2)[C@@H]2C(=O)N(C)C(=O)[C@@H]21 the results were Vif-APOBEC3F blk -9%, Vif-A3G inh 1% and Glioma ERSR ind 1%.
`C=CC[C@H](CC(=O)N[C@H](CO)Cc1ccccc1)C(=O)N[C@H](COC(=O)[C@@H](CC=C)Cc1ccc(F)cc1)Cc1c[nH]c2ccccc12` gave Vif-APOBEC3F blk 0%, Vif-A3G inh -5% and Glioma ERSR ind 2%.

Next section, starting with the last three of the part before.
Screening O=C(C[C@@H]1C/C=C\C[C@H](Cc2ccc(F)cc2)C(=O)OC[C@@H](c2ccccc2)NC1=O)NCCO returned Vif-APOBEC3F blk 11%, Vif-A3G inh 2% and Glioma ERSR ind -4%.
For COC(=O)[C@]1(C)N[C@H](CN(C)C(=O)C2CCCCC2)[C@@H]2C(=O)N(C)C(=O)[C@@H]21 the results were Vif-APOBEC3F blk -9%, Vif-A3G inh 1% and Glioma ERSR ind 1%.
`C=CC[C@H](CC(=O)N[C@H](CO)Cc1ccccc1)C(=O)N[C@H](COC(=O)[C@@H](CC=C)Cc1ccc(F)cc1)Cc1c[nH]c2ccccc12` gave Vif-APOBEC3F blk 0%, Vif-A3G inh -5% and Glioma ERSR ind 2%.
Screening CC[C@@H](NC(=O)Cn1cc(C)c(=O)[nH]c1=O)c1ccccc1 returned Vif-APOBEC3F blk 4%, Vif-A3G inh 0% and Glioma ERSR ind -1%.
Screening O=C1Nc2ccccc2C1=O returned Vif-APOBEC3F blk 8%, Vif-A3G inh 0% and Glioma ERSR ind -2%.
NC(=O)c1ncn([C@@H]2O[C@H](CNCc3c(OCc4ccccc4F)ccc4ccccc34)[C@@H](O)[C@H]2O)n1 was read as Vif-APOBEC3F blk 2%, Vif-A3G inh -1% and Glioma ERSR ind -1%.
`C=CC[C@@H](CC(=O)N[C@@H](CO)Cc1ccccc1)C(=O)NC[C@@H](OC(=O)[C@@H](CC=C)Cc1ccc(F)cc1)c1ccccc1` gave Vif-APOBEC3F blk -25%, Vif-A3G inh -10% and Glioma ERSR ind -3%.
For C[C@@H](c1ccccc1)N1C[C@H]2CCCN2c2cc(Br)ccc2S1(=O)=O the results were Vif-APOBEC3F blk 3%, Vif-A3G inh -13% and Glioma ERSR ind -3%.
O=C(C[C@H]1C/C=C\C[C@H](NC(=O)OCC2c3ccccc3-c3ccccc32)C(=O)OC[C@@H]2CCCN2C1=O)NCCO was read as Vif-APOBEC3F blk 6%, Vif-A3G inh -2% and Glioma ERSR ind -4%.
`CC(C)NC(=O)N(C)C[C@@H]1Oc2c(NC(=O)C3CCOCC3)cccc2C(=O)N([C@@H](C)CO)C[C@H]1C` gave Vif-APOBEC3F blk 8%, Vif-A3G inh 1% and Glioma ERSR ind -4%.
`C[C@@H]1O[C@@H](OC[C@H]2O[C@@H](Oc3cc(O)c4c(=O)cc(-c5ccc(O)c(O)c5)oc4c3)[C@H](O)[C@@H](O)[C@@H]2O)[C@H](O)[C@H](O)[C@H]1O` gave Vif-APOBEC3F blk -2%, Vif-A3G inh -1% and Glioma ERSR ind 1%.
`CCC(C)[C@H]1CN=C(N)N1CC1CCCCC1` (stereo partly specified) gave Vif-APOBEC3F blk -1%, Vif-A3G inh 1% and Glioma ERSR ind -3%.
Screening COc1ccc(C(=O)c2c(-c3ccc(OC)cc3)oc3ccc(-c4ccc(OC)nc4)cc23)cc1 returned Vif-APOBEC3F blk -11%, Vif-A3G inh 0% and Glioma ERSR ind -2%.
`CC1(c2nnc(Cc3ccccc3)o2)CC(c2ccc(F)cc2)=NO1` (stereo unspecified) gave Vif-APOBEC3F blk 5%, Vif-A3G inh -2% and Glioma ERSR ind -5%.
O=C(NCc1ccc(F)cc1)c1cccc2c1C(=O)c1ccc(N3CCC(Cc4ccccc4)CC3)cc1S2(=O)=O was read as Vif-APOBEC3F blk 25µM*, Vif-A3G inh inconclusive and Glioma ERSR ind -2%.
Screening Cc1noc(C)c1NC(=O)Nc1ccc2c(c1)C(=O)N([C@@H](C)CO)C[C@@H](C)[C@@H](CN(C)Cc1ccc3c(c1)OCO3)O2 returned Vif-APOBEC3F blk 0%, Vif-A3G inh 3% and Glioma ERSR ind -2%.
Screening C[C@H](CO)N1C[C@H](C)[C@H](CN(C)Cc2ccncc2)Oc2ccc(NC(=O)Nc3ccc(C(F)(F)F)cc3)cc2CC1=O returned Vif-APOBEC3F blk -4%, Vif-A3G inh -8% and Glioma ERSR ind 0%.
C#CCOCCOCCOCCNc1nc(N2CCN(C(=O)[C@H](CO)n3cc([C@@H](N)C(C)C)nn3)CC2)nc(N2CCN(C(=O)[C@H](CCCCN)n3cc([C@@H](N)[C@H](C)CC)nn3)CC2)n1 was read as Vif-APOBEC3F blk -3%, Vif-A3G inh 4% and Glioma ERSR ind -6%.
Screening O=C(Cc1ccc(NC(=O)C2CCCN(C(=O)C3CC3)C2)cc1)Nc1cccc(C(=O)N2CCCC2)c1 (stereo unspecified) returned Vif-APOBEC3F blk -1%, Vif-A3G inh 0% and Glioma ERSR ind -2%.
Screening CC1CCN(C(=O)c2ncn(C)c2C(=O)N2CCC(C)CC2)CC1 returned Vif-APOBEC3F blk 1%, Vif-A3G inh 4% and Glioma ERSR ind -3%.
`CCCCCCCCN1[C@@H](CC(=O)OCC)c2cc(F)ccc2S1(=O)=O` gave Vif-APOBEC3F blk 4%, Vif-A3G inh 1%&3% and Glioma ERSR ind -3%&-3%.
`COc1ccc(-c2sc3ccc(OC)cc3c2C#Cc2cncn2C)cc1` gave Vif-APOBEC3F blk -5%, Vif-A3G inh inconclusive and Glioma ERSR ind -2%.
For C[C@@H](NS(=O)(=O)c1cc(Cl)ccc1F)[C@H](O)c1ccccc1 the results were Vif-APOBEC3F blk -1%, Vif-A3G inh 3% and Glioma ERSR ind 1%.
CN1CCCC1CCNc1ccc2sc3ccccc3c(=O)c2c1 (stereo unspecified) was read as Vif-APOBEC3F blk inconclusive, Vif-A3G inh inconclusive and Glioma ERSR ind -2%.
Screening CC(C)(C)OC(=O)C[C@@H]1C/C=C\C[C@H](CC(=O)N(CCO)Cc2ccccc2)C(=O)N[C@@H](Cc2c[nH]c3ccccc23)COC1=O returned Vif-APOBEC3F blk -3%, Vif-A3G inh 0% and Glioma ERSR ind -4%.
For CN(C(=O)c1cccc(NC(=O)Cc2ccc(NC(=O)C3CCCN(C(=O)C4CCCC4)C3)cc2)c1)C1CCC1 (stereo unspecified) the results were Vif-APOBEC3F blk 5%, Vif-A3G inh -5% and Glioma ERSR ind -1%.
